Screens (PubChem)
CHO-K1 Ca ag = counter-screen for M1 agonists: effect in parental CHO-K1 cells; Fluo-8 calcium fluorescence; scaled to maximal ATP response, vehicle zero; activation, % at 3 µM; 360,000 compounds, 0.48% hits; AID 602248; in the data active = activation above about 15%;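 note: untransfected CHO-K1 host cells lacking M1 receptor as counterscreen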
CHRM1 agonist = agonists of human M1 muscarinic receptor. activation, % at 3 µM. 360,000 compounds, 0.33% hits. CHO-K1 hM1, Fluo-8 calcium fluorescence, agonist mode; 0% DMSO, 100% acetylcholine EC100;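 active = activation above the run's mean compound activation plus 3 SD, cut at about 16% in these data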;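 note: peak over basal fluorescence ratio within a 140 s kinetic read after compound addition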
TAAR1 antagonist = antagonists of human TAAR1 | CHO RD-HGA16 TAAR1, Fluo-8 calcium fluorescence, antagonist | Q96RJ0 | 360,000 compounds, 1.5% hits | AID 624466 | inhibition, % at 3 µM;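 active = inhibition above a per-plate cutoff, the mean inhibition of test compounds on that plate plus 3 SD, cut at about 49% in these data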;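 note: 0% = DMSO plus EC80 beta-PEA response and 100% = DMSO alone without agonist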
Target sequence (Q96RJ0 whole entry, looked up): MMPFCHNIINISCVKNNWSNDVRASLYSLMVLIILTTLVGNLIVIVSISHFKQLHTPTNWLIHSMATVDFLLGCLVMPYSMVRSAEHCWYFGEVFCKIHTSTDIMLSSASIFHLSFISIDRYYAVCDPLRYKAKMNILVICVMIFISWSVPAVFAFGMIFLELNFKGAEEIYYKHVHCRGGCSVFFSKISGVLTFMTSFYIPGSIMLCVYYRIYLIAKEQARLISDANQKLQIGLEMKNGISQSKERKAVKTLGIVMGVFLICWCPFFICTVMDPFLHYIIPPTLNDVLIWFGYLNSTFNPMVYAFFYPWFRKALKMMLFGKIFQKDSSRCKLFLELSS
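Test system: RD-HGA16 CHO cells with stable hTAAR1 and Gα16 / Probe or stimulus: EC80 β-phenethylamine stimulus / Times: seeding 17-24 h prior, 75-min 37 °C, 30-min RT dye loading / Detection: Fluo-8 calcium-sensitive fluorescence / Read-out basis: % inhibition scaled between DMSO and EC80 PEA controls / Repeats: singlicate, one well per test compound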
CHO-K1 Ca PAM = nonselective activator or artifact in parental CHO-K1 calcium assay | activation, % at 3 µM | ATP EC20, Fluo-8 calcium fluorescence; 0% at ATP EC20, 100% at ATP max | 360,000 compounds, 0.02% hits | AID 602247;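 active = activation above the run cutoff, the mean activation of all test compounds plus 3 SD, cut at about 40% in these data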;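 note: peak over basal fluorescence ratio in a 140 s read after ATP addition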
M1 antag = human CHRM1 antagonism | AID 588852 | inhibition, % at 3 µM | 360,000 compounds, 1.3% hits | P11229 | CHO-K1 hM1, Fluo-8 calcium fluorescence, ACh EC80 antagonist;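 active = percent inhibition above its own plate's cutoff, namely the mean of that plate's compound wells plus 3 SD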;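 note: peak over basal fluorescence ratio during 140 s after agonist addition; 0% = ACh EC80 plus DMSO and 100% = DMSO alone without agonist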
TAAR1 agonist = human TAAR1 agonism; Q96RJ0; 360,000 compounds, 0.99% hits; CHO RD-HGA16 TAAR1, Fluo-8 calcium fluorescence; vehicle wells 0%, saturating PEA agonist 100%; activation, % at 3 µM;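 active = activation above the mean activation of all test compounds in the run plus 3 SD, cut at about 38% in these data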
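test system = CHO RD-HGA16 cells carrying human TAAR1 plus Gα16 | schedule = 17-24 h seeding, 75 min 37 °C dye, 30 min RT | compound dosing = 3 µM single concentration | control set = DMSO and PEA EC100 | replicates = n 1 | signal = Fluo-8 fluorescence, 5 s baseline then 140 s kinetic read | measure = percent activation vs PEA EC100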
CHO-K1 Ca antag = M1 antagonist counterscreen hit in parental CHO-K1 cells; ATP-induced calcium, Fluo-8 fluorescence; inhibition, % at 3 µM; 360,000 compounds, 0.6% hits; AID 602250;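 active = inhibition above a per-plate cutoff, the plate's mean sample inhibition plus 3 SD, cut at about 24% in these data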;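 note: 0% = DMSO plus EC80 ATP and 100% = DMSO alone without ATP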
CHO parental Ca = counter-screen for OX1R antagonists: effect in parental CHO cells; parental CHO-K1, ATP-induced calcium, Fluo-8 fluorescence; inhibition, % at 5.6 µM; 330,000 compounds, 0.63% hits;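 active = inhibition above that plate's mean sample inhibition plus 3 SD, cut at about 26% in these data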;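 note: 0% = ATP-challenged DMSO wells and 100% = DMSO wells without ATP; some compounds past the cut are filed as inactive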
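Assay system: untransfected parental CHO cell line. Also added: ATP agonist challenge. Dosing: one dose, 5.6 µM nominal. Measured by: Fluo-8 fluorescence. Read-out: % inhibition. Benchmarks: ATP wells versus no-ATP DMSO wells. Repeats: no replicates.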
OXTR potentiator = human OXTR potentiation. CHO-OTR cells, Fluo-8 calcium fluorescence, potentiator mode; 0% = oxytocin EC15, 100% = EC100. activation, % at 3 µM. 320,000 compounds, 0.061% hits. AID 2445;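 active = activation above that plate's cutoff, the mean activation of tested compounds plus 3 SD, cut at about 6.6% in these data, passing the limit was not always enough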;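 note: 100% uses oxytocin at 75 nM as the full agonist control; some results filed as inactive read as strong as hits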
Target sequence (P30559 whole entry, looked up): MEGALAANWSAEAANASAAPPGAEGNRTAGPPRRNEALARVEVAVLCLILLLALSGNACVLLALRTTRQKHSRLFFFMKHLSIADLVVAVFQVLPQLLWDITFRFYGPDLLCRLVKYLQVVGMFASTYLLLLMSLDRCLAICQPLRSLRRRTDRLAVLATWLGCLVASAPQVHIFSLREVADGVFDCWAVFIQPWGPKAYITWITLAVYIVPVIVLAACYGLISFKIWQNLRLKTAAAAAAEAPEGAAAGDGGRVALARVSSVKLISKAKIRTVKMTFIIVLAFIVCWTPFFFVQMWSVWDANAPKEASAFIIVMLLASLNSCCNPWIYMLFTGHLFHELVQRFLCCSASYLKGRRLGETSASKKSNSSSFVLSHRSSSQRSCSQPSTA
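Measured by – Fluo-8 calcium dye fluorescence · Test system – human OTR in CHO cells · Dosing – one concentration, 3.0 µM compound · Controls – EC15 oxytocin alone as 0%, 75 nM oxytocin as 100% · Evaluation – normalized max/min fluorescence ratio, % activation · Timing – 6 min pre-incubation, 100 s read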
* hit, by the source's call; . = not tested or not shown. The order is random, and some 4.2% of all compounds hit somewhere here.

Sample of the layout (three entries):
SMILES	CHO-K1 Ca ag	CHRM1 agonist	TAAR1 antagonist	CHO-K1 Ca PAM	M1 antag	TAAR1 agonist	CHO-K1 Ca antag	CHO parental Ca	OXTR potentiator
Cc1ccc(N(C(C)C(=O)N2CCC(C)CC2)S(C)(=O)=O)cc1C (stereo not given)	-0.4	-7	1	-12	8	9	17	-15	0
O=C(CSCc1cccc(Cl)c1)Nc1ccccc1-c1ccccc1	0.3	-7	23	18	-10	-1	-19	-39	-9
Cc1nc(C(F)(F)F)ccc1C(=O)Nc1ccccc1F	0.2	-2	-9	-27	6	4	21	-5	-9

The listing, from the start:
SMILES	CHO-K1 Ca ag	CHRM1 agonist	TAAR1 antagonist	CHO-K1 Ca PAM	M1 antag	TAAR1 agonist	CHO-K1 Ca antag	CHO parental Ca	OXTR potentiator
Cc1ccc(N(C(C)C(=O)N2CCC(C)CC2)S(C)(=O)=O)cc1C (stereo not given)	-0.4	-7	1	-12	8	9	17	-15	0
O=C(CSCc1cccc(Cl)c1)Nc1ccccc1-c1ccccc1	0.3	-7	23	18	-10	-1	-19	-39	-9
Cc1nc(C(F)(F)F)ccc1C(=O)Nc1ccccc1F	0.2	-2	-9	-27	6	4	21	-5	-9
CCC(=O)Nc1ccc(C(=O)CSc2nnc(-c3ccc(NS(C)(=O)=O)cc3)n2C)cc1OC	0.7	-8	-3	32	5	1	-16	-7	-1
Cc1cc2nc(-c3cccc(Br)c3)c(CC(C)(C)C)n2c(C)c1Br	0.4	-5	-35	7	9	0	3	.	.
Cc1cc(Cl)c(S(=O)(=O)N2CCCC2)cc1OCC(=O)NC1CCCCC1	5.7	0	8	-3	15	25	-1	4	-11
Cn1c(=O)c2c(nc(-n3ccnc3)n2C)n(C)c1=O	0.0	-2	-9	11	-6	1	-14	6	-15
CCCC(=O)C1=C(O)C(C(=O)OC)C(C)(C)CC1=NCc1ccccc1 (stereo not given)	0.2	-4	4	9	-13	0	-5	-13	1
O=C(NCc1cccnc1)c1cc(S(=O)(=O)N2CCOCC2)c(Cl)cc1Cl	1.3	-3	-12	11	-19	1	-8	-11	-5
Cc1ccc(-c2n[nH]c(=O)c3ccccc23)cc1S(N)(=O)=O	1.5	-2	2	24	-17	1	-11	-2	-9
CCOC(=O)C(c1nc2ccccc2[nH]1)n1c(-c2ccccn2)nc2ccccc21 (stereo not given)	0.7	-1	0	29	-42	1	-18	.	.
CC1CC(=O)N(CC(=O)NC2CCCCC2)c2ccccc2S1 (stereo not given)	2.0	-3	-3	23	-4	0	-21	-15	-5
CN(C(=O)CN1C(=O)c2cccc(N)c2C1=O)C1CCCCC1	0.7	-2	-14	-7	-11	3	-12	-2	8
CCCCN(C(=O)CSCC(=O)Nc1cccc(C)c1)c1c(N)n(CCCC)c(=O)[nH]c1=O	-0.5	-1	2	-2	9	0	12	-13	-15
O=C(CSc1ncnc2c1oc1ccccc12)NCc1ccco1	2.3	-7	-10	3	-5	2	-4	-12	1
Cc1cc(NC(=O)CSc2ccc3nnc(-c4cccs4)n3n2)no1	0.0	-4	9	2	-6	0	-3	-14	1
COC(=O)c1c(NC(=O)CSc2nc3ccccc3c(=O)n2Cc2ccco2)sc(C)c1C	0.4	-3	-12	19	-6	1	-12	-12	0
CCN(CC)c1ccc(NC(=O)c2ccc(NC(=O)C3CCCO3)cc2)c(C)c1 (stereo not given)	0.6	-4	4	12	-10	9	0	-8	-5
COc1cc(OC)c2cc(C(=O)N[C@H](C(=O)N3CCC[C@H]3C(=O)O)C(C)C)n(C)c2c1	0.6	-1	-41	4	-10	4	3	-8	-4
Cc1ccc(/C=c2\sc3nc(-c4cccs4)nn3c2=O)o1	1.3	-5	6	21	-1	9	-4	-9	-2
CCc1noc(C)c1C(=O)OCC(=O)c1ccc(OC)c(OC)c1	0.0	-3	5	-1	-2	5	0	-20	-1
O=C(NCc1ccncc1)NC12CC3CC(CC(C3)C1)C2	0.6	-3	-23	-5	6	1	-4	-5	-22
COc1ccc(S(=O)(=O)N2CCCCC2)cc1NC(=O)CSc1ncnc2ccccc12	1.8	-10	19	18	-1	-1	8	-13	-9
CCc1nnc(NC(=O)c2cc(-c3ccccn3)nc3ccccc23)s1	-0.1	-2	1	-10	-14	6	-4	-12	2
Fc1cccc(/C=N/N=C/c2cccc(F)c2)c1	-0.3	-5	13	3	-3	1	-7	-3	-13
C[C@H](OC(=O)c1[nH]cnc1C(=O)N1CCN(C(=O)OC(C)(C)C)CC1)c1ccccc1	0.5	-5	8	5	4	9	-9	-7	-4
NC(=O)C1CCCN(C(=O)CCc2nnc(C3(c4ccc(Cl)cc4)CCC3)o2)C1 (stereo not given)	-0.1	-4	-15	-22	-1	-1	9	-8	-9
CCOC(=O)C1=C(C)NC(=O)NC1c1ccc(Cl)cc1Cl (stereo not given)	0.4	-7	2	19	-18	7	-14	-11	-3
CCN1CCN(CC(O)COC(c2ccccc2)c2ccccc2)CC1 (stereo not given)	0.8	-5	17	19	-4	3	-15	-4	-8
COc1cc(NC(=O)OCc2ccccc2)c2ncccc2c1	1.3	-1	5	11	-9	6	-13	.	.
Cc1ccc2oc(-c3ccccc3C(=O)O)cc(=O)c2c1	-0.1	-3	-16	17	-20	16	-9	-6	-2
COc1ccccc1C1SCCN1C(=O)c1ccc([N+](=O)[O-])cc1 (stereo not given)	1.3	-9	3	21	62*	-1	-10	-11	-4
COc1ccc(CNc2nc3nc(C)c(Cl)c(=O)n3[nH]2)cc1	1.6	-2	1	21	-20	8	-17	-4	9
CS(=O)(=O)N(CC(=O)Nc1ccc(CC#N)cc1)c1ccc(C23CC4CC(CC(C4)C2)C3)cc1	1.2	1	-9	15	4	12	-9	11	-3
Cc1ccc(C)c(CSc2nnc(C)c(=O)[nH]2)c1	-0.1	-5	-20	-1	-6	3	-1	-13	-7
COc1ccccc1NS(=O)(=O)c1cc(NC(=O)CNC(=O)c2ccccc2)ccc1C	2.7	-4	-15	-7	8	5	10	-21	-5
CCC(C)[C@H](NC(=O)NCc1cccs1)C(=O)O (stereo not given in full)	0.0	-3	-11	-3	-7	3	3	-4	-19
O=C(CNC(=O)c1ccco1)NNC(=O)c1cccc(Cl)c1	0.7	-2	1	11	-8	2	-22	-4	1
Cn1c(CCNC(=O)c2ccc(Cl)c(Cl)c2)nnc1SCc1ccc(Cl)c(Cl)c1	0.3	-6	-10	25	-8	6	-15	-18	-1
CC1CCN(C(=O)COC(=O)C2CCN(S(=O)(=O)c3ccc4c(c3)OCCO4)CC2)CC1	1.6	-6	-28	18	-1	-1	-5	-16	-4
CCOC(=O)/C=C1\NC(C)(C)Cc2cc(OC)c(OC)cc21	0.7	-5	-3	22	-8	0	-12	-13	-3
COc1ccccc1NC(=O)c1sc2ncn(Cc3cccc(C)c3)c(=O)c2c1C	0.3	-1	-25	25	-6	0	-10	-16	-2
O=S(=O)(Nc1ncnc2c1oc1ccccc12)c1ccc(Cl)s1	0.8	-4	-1	21	-7	-1	-17	-4	-10
CCOc1ccc(C(=O)OCc2nnc(-c3cccs3)o2)cc1OC	3.5	0	5	13	5	2	-3	-12	-9
CC(=O)Nc1cccc(Oc2nc(C)cc(C)c2C#N)c1	1.0	1	-18	1	-1	6	-1	-13	-2
CC(=O)Nc1ccc(N(C(=O)c2ccco2)C(C(=O)NC2CCCCC2)c2ccccc2)cc1 (stereo not given)	0.5	5	-6	-18	1	7	-16	-9	-14
CSc1ncnc2c1ncn2CCCNCC1CCCO1 (stereo not given)	0.3	-6	-20	4	-7	2	-6	.	.
Cc1ccc(-n2ncc(N(C)C)c(Cl)c2=O)cc1	0.2	-4	10	10	12	2	-2	1	-2
COc1ccc(-n2ncc3c2CC(C)(C)CC3NC(=O)CSc2ccccn2)cc1 (stereo not given)	5.6	2	26	8	-4	4	-4	-26	-6
CC(=O)Nc1c2c(nn1-c1ccccc1C)CSC2	0.5	-4	-36	-9	-4	2	-10	-3	-7
O=C(O)c1ccc(N/N=C/c2cccc(F)c2)cc1	2.2	-4	7	18	-6	24	-5	-3	-10
O=C(Nc1ccc(F)c(Cl)c1)C1CCN(S(=O)(=O)c2cccnc2)CC1	5.4	-1	25	-4	9	7	-3	4	-9
CCNC(=S)N/N=C/c1ccc(OCCOc2ccccc2C)cc1	0.3	-4	11	18	10	4	-2	0	-4
Cc1ccc(NC(=O)CN(C)C(C)C(=O)N2CC(C)CC(C)C2)cc1 (stereo not given)	1.1	-4	-9	0	1	6	-15	-12	-8
COc1ccc(NS(=O)(=O)c2ccc(S(=O)(=O)N(C)C)cc2)cc1S(N)(=O)=O	0.0	-2	-6	4	-8	0	-4	10	-2
COC(=O)c1c(C(=O)OC)c(-c2ccc(F)cc2)n2c1CS(=O)(=O)C2	0.2	0	9	2	-17	0	4	-6	-12
COc1ccc(C(=O)NC2CCCCCCC2)cc1OC	0.1	-5	-3	4	-7	1	-12	-7	-5
COc1ccccc1NC(=O)CN(Cc1ccco1)C(=O)c1ccc(=O)[nH]c1	0.0	-4	-11	-2	-12	2	0	1	-1
Cc1ccc(NC(=O)c2oc3ccc(Br)cc3c2C)cc1S(=O)(=O)N1CCOCC1	0.2	-2	9	-2	-3	3	-13	.	.
COc1ccccc1NC(=O)NC1(C(=O)N2CCOCC2)CCCCC1	0.7	-6	-4	5	3	7	-11	-1	-3
Additional structures.
SMILES	CHO-K1 Ca ag	CHRM1 agonist	TAAR1 antagonist	CHO-K1 Ca PAM	M1 antag	TAAR1 agonist	CHO-K1 Ca antag	CHO parental Ca	OXTR potentiator
O=C(Nc1ccc2nc3ccccc3nc2c1)c1ccc(Br)cc1	0.1	-4	4	4	-4	0	-2	-4	1
Nc1nnc(CC(=O)N/N=C/c2ccccc2OCc2ccccc2F)s1	5.2	-2	1	11	-3	3	-9	-1	-4
Cc1cc(C)c(NC2=NCC(=O)N2C2CCCCC2)c(C)c1	0.1	-6	-3	6	3	8	-2	-8	-7
CCNc1nc2c(c(=O)[nH]c(=O)n2C)n1CCCc1ccccc1	1.8	-1	-4	13	-19	7	-16	-4	-3
S=c1[nH]nc(-c2ccc3ccccc3n2)n1Cc1ccccc1	0.3	-3	-13	-9	-6	1	14	-10	-3
COc1ccc(C(C)=O)cc1CSc1nc2cc(Cl)ccc2o1	-0.2	-5	2	12	-21	4	-9	-3	-3
Cc1nc(-c2cccc(N)c2)cs1	0.5	-4	5	7	-4	-1	1	-5	-4
Cc1cccc(NC(=O)CSc2nnc(CNC(=O)c3ccco3)o2)c1C	0.6	-3	-12	5	-4	6	-9	-13	2
